Tn6 DDE FP = inhibitors of Tn6 peptide binding to human fibrin DD(E) | P02675 | Fibrin DD(E) TRITC-Tn6 fluorescence polarization displacement | inhibition, % at 8.3 µM | 370,000 tested, 0.21% active;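 active means inhibition above a per-campaign cutoff: mean of compounds within control limits plus 3 SD, cut at about 15% in these data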;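 further: 0% = median of all compound wells on the plate and 100% = blocking peptide control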
MBD2 inh = inhibitors of human MBD2 binding to methylated oligonucleotide | inhibition, % at 4.4 µM | 370,000 tested, 0.31% active | TR-FRET; in the data active means inhibition above about 13%
Tn7 DDE FP = inhibitors of Tn7 peptide binding to human fibrin DD(E) | 370,000 tested, 0.13% active | FP displacement of FITC-Tn7 peptide from fibrin DD(E); 0% = median of compound wells per plate | inhibition, % at 8.3 µM;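 active means inhibition above the mean of compounds falling within the control limits plus 3 SD of them, cut at about 14% in these data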;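 further: 0% = plate median of compound wells and 100% = 10 µM Aha-Tn7 peptide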
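Assay system: Human fibrin DD(E) protein | Medium: Tris buffer with calcium and detergent, pH 7.8 | Reagent: 0.1 µM fluorescent Tn7 | Compound dosing: Single point at 8.3 µM | Times: 10 min preincubation, 3 h with tracer, room temperature | Detection: Fluorescence polarization of the labelled Tn7 tracer | Controls: Aha-Tn7 high control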
TCR-CD3 inh = human TCR-CD3 binding inhibition. TAMRA-labeled TCR probe fluorescence, biochemical. inhibition, % at 9.4 µM. 360,000 tested, 0.37% active; in the data active means inhibition above about 19%;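 further: recombinant mutant TCR 2C K166C tagged with TAMRA read by polarization; 0% = receptor in buffer alone and 100% = receptor with positive control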
PRMT1 inh = blocks human protein arginine methyltransferase 1; Q99873; recombinant PRMT1, activity-based probe fluorescence polarization; inhibition, % at 2.79 µM; 370,000 tested, 1.3% active;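 active means inhibition above about 21% made by adding two undisclosed values, limit read from the data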
TDP2 inh = blocks human TDP2 phosphodiesterase activity; O95551; recombinant TDP2, T5PNP hydrolysis, p-nitrophenol absorbance 415 nm; inhibition, % at 12.8 µM; 370,000 tested, 0.34% active;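 active means inhibition above the mean of all tested compounds plus 3 SD, set per campaign, cut at about 25% in these data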;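 further: 0% = DMSO with enzyme and 100% = buffer with substrate but no TDP2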
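Test system: Human TDP2 enzyme | Reagent: 5 mM T5PNP | Compound dosing: 12.8 µM single point, 1% DMSO | Incubation: Enzyme reaction with compound for 2 h at 37 °C | Technique: p-Nitrophenol epi absorbance | Read-out: % inhibition relative to enzyme-containing and enzyme-free wells | Benchmarks: High control without enzyme, low control DMSO plus TDP2 | Replicates: Singlicate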
LEDGF integ inh = blocks HIV-1 LEDGF/p75-dependent DNA integration | 370,000 tested, 0.64% active | inhibition, % at 3.7 µM | AID 743269 | TR-FRET IN-LEDGF/p75 DNA integration, Eu/Cy5;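 active means inhibition above the screen-wide mean plus 3 SD, cut at about 13% in these data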;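 further: signal is the Cy5 over europium emission ratio at 671 and 618 nm; 0% = plate median of compound wells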
SIAE primary = human SIAE inhibition, primary screen; Q9HAT2; SIAE FP-Rh probe binding, fluorescence polarization; inhibition, % at 9.66 µM; 370,000 tested, 0.69% active;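 active means inhibition above a cutoff: mean of compounds within the control limits plus 3 SD of those, cut at about 17% in these data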;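 further: 0% = plate median of compound wells and 100% = probe without SIAE protein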
UHRF1 MBD2 ctr = blocks human UHRF1 binding to methylated DNA; Q96T88; UHRF1 binding to methylated oligo, TR-FRET; inhibition, % at 4.4 µM; 370,000 tested, 0.75% active; in the data active means inhibition above about 21%;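 further: UHRF1 SRA domain binding a hemimethylated CpG hairpin DNA probe; 0% = median of test compound wells and 100% = reference inhibitor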
Target sequence (Q96T88 whole entry, looked up, the tested form may be a part): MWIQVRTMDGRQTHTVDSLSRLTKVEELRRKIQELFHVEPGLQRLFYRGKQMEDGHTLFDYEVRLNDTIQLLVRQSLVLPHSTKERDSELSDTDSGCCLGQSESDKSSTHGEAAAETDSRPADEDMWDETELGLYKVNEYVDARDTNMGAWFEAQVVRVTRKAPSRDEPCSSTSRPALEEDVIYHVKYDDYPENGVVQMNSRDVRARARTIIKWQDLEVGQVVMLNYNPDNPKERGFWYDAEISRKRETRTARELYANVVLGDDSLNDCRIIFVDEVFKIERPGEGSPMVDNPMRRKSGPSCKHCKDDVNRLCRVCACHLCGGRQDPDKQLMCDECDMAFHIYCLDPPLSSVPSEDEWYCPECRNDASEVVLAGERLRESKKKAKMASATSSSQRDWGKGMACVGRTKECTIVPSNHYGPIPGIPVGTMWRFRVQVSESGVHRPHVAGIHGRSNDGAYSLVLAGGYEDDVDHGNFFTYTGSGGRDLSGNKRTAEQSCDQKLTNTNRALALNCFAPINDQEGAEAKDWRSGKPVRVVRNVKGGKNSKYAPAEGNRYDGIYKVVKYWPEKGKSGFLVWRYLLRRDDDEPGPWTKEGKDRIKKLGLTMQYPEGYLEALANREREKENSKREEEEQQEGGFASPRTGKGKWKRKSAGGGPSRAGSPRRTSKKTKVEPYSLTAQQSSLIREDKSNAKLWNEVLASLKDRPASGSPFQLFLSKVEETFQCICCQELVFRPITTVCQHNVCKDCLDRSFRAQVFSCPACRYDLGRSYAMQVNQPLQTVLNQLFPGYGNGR
proKLK7 act = proKLK7 (human) activation, primary screen. P49862. purified proKLK7, EDANS-DABCYL substrate fluorescence; 100% is mature enzyme control, 0% vehicle. activation, % at 7 µM. 370,000 tested, 0.9% active. AID 652039;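 active means activation above the mean of all tested compounds plus 3 SD, computed per campaign excluding outliers beyond control limits, cut at about 13% in these data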
Target sequence (P49862 whole entry, looked up): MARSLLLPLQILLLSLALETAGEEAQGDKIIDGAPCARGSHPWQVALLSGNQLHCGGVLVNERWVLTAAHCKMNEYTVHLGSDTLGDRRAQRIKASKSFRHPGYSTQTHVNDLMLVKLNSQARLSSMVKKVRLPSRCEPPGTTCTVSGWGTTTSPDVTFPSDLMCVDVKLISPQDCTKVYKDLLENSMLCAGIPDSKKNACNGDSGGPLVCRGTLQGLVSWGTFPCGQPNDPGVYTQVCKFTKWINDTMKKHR
Numbers without * were called inactive; . = not tested or not shown.

compound | Tn6 DDE FP | MBD2 inh | Tn7 DDE FP | TCR-CD3 inh | PRMT1 inh | TDP2 inh | LEDGF integ inh | SIAE primary | UHRF1 MBD2 ctr | proKLK7 act
O=[N+]([O-])/C(C(=C(Cl)Cl)N1CCN(Cc2ccccc2)CC1)=C1\NCCN1Cc1ccc(Cl)nc1 | 4 | -7 | -2 | 4 | -3 | -4 | 6 | 12 | -4 | 0.6
CCCCNC(=O)CNC(=O)c1nn(-c2ccc(OC)c(OC)c2)c(=O)c2ccccc12 | 4 | -2 | 2 | -2 | 0 | 3 | -1 | 3 | 3 | 0.1
COc1ccc(NC(=S)N2CCN(Cc3ccc(C)cc3)CC2)cc1 | 0 | -2 | 3 | -1 | -5 | -13 | 3 | 4 | 1 | 0.4
CC1CCc2c(sc3c2C2=NS(=O)(=O)CCN2C=N3)C1 (centres undefined) | -1 | 0 | 1 | 4 | 1 | 4 | 4 | 3 | -1 | 0.4
CC(=O)OCC(=O)C1CCC2C3CC=C4CC(O)CCC4(C)C3CCC12C (centres undefined) | 2 | -2 | -1 | -1 | 2 | 6 | -2 | -4 | -2 | 0.7
CC(=O)C1=CN(CC2CCCCC2)CCC1=O | 5 | 3 | -6 | 10 | -1 | -7 | 1 | 0 | 18 | 0.5
O=C(Nc1nc2ccccc2[nH]1)c1ccc(Cl)cc1 | -6 | 4 | 6 | 1 | 1 | 13 | 7 | -2 | -1 | 0.0
COc1ccc(C(=O)Nc2nnc(C)s2)cc1S(=O)(=O)N1CCOCC1 | -5 | 11 | 6 | 2 | 6 | -11 | -8 | 2 | 3 | -0.4
CCCc1nc2ccccc2c(=O)n1CCc1ccccc1 | 2 | 3 | 0 | 1 | -1 | -11 | 2 | -1 | -1 | -0.1
O=C(c1c(F)cccc1F)N1CCN=C1SCc1ccccc1 | -11 | 1 | -3 | -1 | 0 | 8 | 0 | 2 | -1 | -0.4
Cn1c(C23CC4CC(CC(C4)C2)C3)n[nH]c1=S | 5 | 2 | 6 | -4 | -1 | -9 | -1 | 5 | 2 | 0.2
CCc1ccc2c(CN3CCc4ccccc43)cc(=O)oc2c1 | 1 | 7 | -5 | 1 | 0 | -3 | 1 | 1 | 0 | -0.1
CC1CCCN(C(=O)COC(=O)COc2ccc(C#N)cc2)C1 (centres undefined) | -1 | 4 | 3 | 7 | 2 | 11 | -3 | -2 | 0 | 0.7
C=CCNC(=O)N[C@@H](CCSC)C(=O)OC | -3 | 1 | 1 | -3 | 1 | -5 | 3 | 4 | -2 | -0.8
COc1cc(NC(=O)CSc2nc3[nH]ncc3c(=O)n2-c2ccc(Cl)cc2)cc(OC)c1 | -7 | -6 | 0 | -5 | -5 | -6 | 2 | -9 | 1 | -0.4
Cc1cc(C)c2nc(NCCCNC(=S)NCCCN(C)C)c(C#N)cc2c1 | -1 | -1 | 3 | 3 | -2 | 0 | 8 | -9 | -4 | 4.3
C/C(=N\NC(=O)CSCc1ccccc1Cl)c1cccc(NC(=O)c2ccccc2)c1 | -8 | 5 | -6 | -2 | 5 | -17 | -3 | -8 | 1 | 0.3
COC(=O)/C=C(\C)NC(=O)c1ccccc1Cl | -1 | -6 | -2 | -8 | -2 | -20 | 3 | -3 | 5 | 0.3
O=C(NCC1COc2ccccc2O1)c1cccc(S(=O)(=O)N2CCN(c3ccccc3)CC2)c1 (centres undefined) | 1 | 3 | -2 | -2 | -2 | -4 | 3 | -19 | 0 | -1.6
COc1ccc(C(=O)CCNc2ccc(C)c(Cl)c2)cc1 | -4 | 3 | -2 | 2 | -1 | 5 | 0 | 4 | -3 | -0.8
O=C(NCCOc1ccccc1)c1cc([N+](=O)[O-])ccc1N1CCOCC1 | -2 | 2 | -2 | 6 | 0 | -2 | -5 | -1 | -1 | -0.6
O=C(COC(=O)C1CCN(c2ccc(C(F)(F)F)cn2)CC1)NCCc1ccccc1 | -13 | 1 | -5 | 3 | -1 | 3 | -1 | -4 | 0 | 0.1
Cn1cc(CNC(=O)Nc2ccc3c(c2)OCO3)cn1 | 0 | -1 | -4 | 1 | 4 | -10 | -3 | 0 | 3 | -0.9
COc1ccc2c(=O)c3c(=O)n(Cc4ccco4)c(-c4ccco4)nc3oc2c1 | -9 | 3 | -1 | 0 | 7 | 9 | -1 | -5 | 9 | -0.8
O=C(CSc1nnc(CNC(=O)c2ccc(F)cc2)o1)NCc1ccc(F)cc1 | -5 | 3 | -3 | 0 | 1 | 7 | 7 | 6 | -2 | 0.5
CCc1nnc(NS(=O)(=O)c2ccc(N/C=C\C(=O)c3cccc(OC)c3)cc2)s1 | -3 | 1 | -4 | 3 | 0 | -8 | 3 | -9 | 4 | 0.6
C[C@H]1COc2cc(Br)ccc2S(=O)(=O)N1Cc1cn(CCC2OCCCO2)nn1 | 5 | -1 | -2 | . | -1 | 0 | -3 | 5 | -2 | 0.0
O=C(/C=C/c1cccc([N+](=O)[O-])c1)NCCSCc1c(Cl)cccc1Cl | -1 | 5 | 2 | 3 | -1 | 1 | 4 | -2 | 1 | 0.0
COc1ccc(Nc2cc(C)c3c(O)cccc3n2)cc1 | -9 | 0 | -3 | 6 | -2 | 3 | 2 | 10 | 0 | -0.1
CCOC(=O)[C@]12CCCC=C1N(Cc1ccc(OC)cc1)C(=O)[C@@H]2CC(=O)NCc1cccc2ccccc12 | 3 | -2 | -3 | . | -4 | -4 | 6 | 3 | -1 | -0.5
COC(C[C@H]1O[C@H]1C(=O)[C@H](C)OCc1ccccc1)OC | 3 | -2 | -4 | 1 | -1 | -5 | 2 | 6 | 3 | -0.4
Cc1ccc(NC(=O)Nc2ccno2)cc1 | 1 | -2 | 0 | -3 | -3 | 0 | 3 | 5 | -1 | 0.0
CCOC(=O)c1cc(-c2ccc(N)cc2)sc1N | -6 | -1 | 5 | 6 | 2 | 3 | -5 | 5 | -6 | -0.3
CNC(=O)c1sc(SC)cc1-c1ccc(Cl)cc1 | -2 | 3 | -1 | -6 | 0 | 3 | 1 | 0 | 1 | -0.8
CC(=O)Nc1cccc(C(=O)N2CCN(S(=O)(=O)c3ccc(C4CCCCC4)cc3)CC2)c1 | -5 | -3 | 0 | -3 | -3 | -2 | 3 | -3 | -3 | 0.0
Cc1ncoc1C(=O)Nc1ccccc1-c1ccccc1 | 5 | -4 | 2 | 3 | -2 | -4 | 0 | -4 | -1 | 0.2

Results in proKLK7 act, for two of the compounds above:
Structure	proKLK7 act
COc1ccc(C(=O)CCNc2ccc(C)c(Cl)c2)cc1	-0.8
COC(C[C@H]1O[C@H]1C(=O)[C@H](C)OCc1ccccc1)OC	-0.4

The listing continues:
compound | Tn6 DDE FP | MBD2 inh | Tn7 DDE FP | TCR-CD3 inh | PRMT1 inh | TDP2 inh | LEDGF integ inh | SIAE primary | UHRF1 MBD2 ctr | proKLK7 act
Cc1cc(C)n2c(SCCN3C(=O)c4ccccc4C3=O)nnc2n1 | 5 | -3 | 4 | 1 | -1 | 5 | 0 | -3 | 1 | 0.2
Cc1cc(NC(=O)COC(=O)COc2ccc3c4c(c(=O)oc3c2)CCC4)no1 | -6 | 2 | -5 | -10 | 8 | 12 | -3 | -3 | 0 | 6.3
CCOc1ccccc1N1CN(CC)CNC1=S | -8 | -3 | 3 | 10 | -2 | 0 | 2 | -1 | -1 | 0.1
CC1CC(C)CN(C(=O)CSCC(=O)Nc2nc(-c3cccs3)cs2)C1 (centres undefined) | -7 | -4 | -2 | -11 | 15 | -16 | 6 | -2 | -1 | 5.0
COCc1cc(C)nc(SCC(=O)Nc2cccc(C)c2C)c1C#N | 4 | -1 | 7 | 3 | 5 | 8 | -2 | 7 | 3 | -0.1
Cc1ccc(-n2c(COc3c(C)cccc3C)nnc2SCC(=O)Nc2nccs2)cc1 | 5 | 6 | -1 | -11 | 2 | -4 | 7 | -6 | 4 | -0.3
O=[N+]([O-])c1ccc(N/N=C2/CCCCC2c2ccccn2)cc1 (centres undefined) | -6 | -3 | -4 | 12 | 4 | -9 | 1 | 3 | 0 | 0.4
Cc1c(C(c2ccccc2)c2c(C)n(C)n(-c3ccccc3)c2=O)c(=O)n(-c2ccccc2)n1C | -1 | 0 | 4 | 0 | -1 | 0 | 1 | -1 | -1 | 0.1
Cc1nc2ccccc2n1S(=O)(=O)N(C)C | 2 | -5 | 1 | -1 | 0 | 2 | 3 | 9 | -1 | 0.0
Nc1nonc1C(=O)NC(c1ccccc1)c1ccccc1 | 5 | 0 | 3 | 0 | 0 | 11 | 0 | 0 | 0 | 0.0
CC1(c2ccccc2)CC(C)(C)N2C(=O)C3(C(C#N)=C(N)Oc4cc(O)ccc43)c3cccc1c32 (centres undefined) | 7 | 6 | 4 | 0 | 2 | -2 | 4 | 2 | 2 | -0.6
CNC(=S)N/N=C/c1cn(Cc2ccc(F)cc2)c2ccccc12 | 0 | 1 | 4 | -1 | 1 | 6 | -2 | 19* | -3 | -1.8
COc1ccc(CC(=O)NCC(=O)N/N=C/c2ccco2)cc1 | -7 | -4 | 2 | 0 | 4 | -7 | -2 | -2 | 2 | -0.8
CCc1ccc(NC(=O)c2[nH]c(C)c(C(C)=O)c2C)cc1 | -7 | -3 | -7 | 1 | 0 | -9 | 2 | -6 | 0 | 0.5
CCOC(=O)C1CCCCN1Cc1cccc(C(F)(F)F)c1 (centres undefined) | -7 | 8 | -3 | -2 | 3 | 0 | 1 | 5 | -1 | 0.5
C=C(C)CSc1nnc2[nH]c(=O)cc(N)n12 | 0 | 3 | 2 | 2 | 3 | -4 | -5 | -1 | 4 | 0.0
COc1cccc(-c2cc3nc(NCc4cccnc4)n(C)c(=O)c3s2)c1 | -1 | -7 | 2 | 5 | 3 | 5 | 2 | -68 | -2 | -0.5
CCc1ccc(N=C2NC(=O)/C(=C/c3cc(OC)c(O)c(OC)c3)S2)cc1 | -7 | 3 | -17 | -18 | 0 | -20 | 0 | -4 | 5 | -0.7
O=C1NC(c2ccccc2)=C(c2nc3ccccc3s2)C(c2ccccc2)N1 (centres undefined) | -6 | 1 | 6 | -2 | -4 | 1 | 8 | -2 | 2 | 0.0
COc1ccccc1-c1cc(=O)c2c(O)ccc([N+](=O)[O-])c2o1 | 2 | 1 | 3 | 2 | 2 | -3 | -3 | 0 | -1 | 0.5
CSc1ccc(S(=O)(=O)NC2CCCCC2)cc1 | 7 | -3 | -3 | 2 | -1 | 0 | 2 | 2 | 2 | 0.3
Cc1cc(C)c(C)c(S(=O)(=O)N2CCN(C(=O)C3CCC3)CC2)c1C | 0 | 0 | -4 | -3 | -5 | -12 | 1 | 1 | 3 | 0.4
COc1ccc(N2CC(C(=O)NCc3ccccc3)CC2=O)cc1 (centres undefined) | 1 | 1 | -4 | 4 | 1 | -4 | 1 | -4 | 1 | -0.9

Source: PubChem
